# Screening results as filed in PubChem BioAssay.
# KLK7 zymogen act: activators of human kallikrein-7 zymogen; purified proKLK7, EDANS-DABCYL substrate fluorescence; 100% is mature enzyme control, 0% vehicle; activation, % at 7 µM; AID 652039; P49862; 0.9% of 370,000 active;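 active = activation above the mean of all tested compounds plus 3 SD, computed per campaign excluding outliers beyond control limits, cut at about 13% in these data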
# ARFGAP1 inhibitor: inhibits rat ARF GTPase activating protein 1. Arfgap1-stimulated ARF1 GTP hydrolysis, GDP FP detection. inhibition, % at 16.5 µM. 0.26% of 360,000 active. AID 651572;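 active = inhibition above a per-plate limit, mean inhibition of low control wells plus 3 SD, cut at about 25% in these data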;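 note: 0% = DMSO wells with enzyme and 100% = wells lacking Arfgap1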
# Target sequence (Q62848 1-136 limits assumed): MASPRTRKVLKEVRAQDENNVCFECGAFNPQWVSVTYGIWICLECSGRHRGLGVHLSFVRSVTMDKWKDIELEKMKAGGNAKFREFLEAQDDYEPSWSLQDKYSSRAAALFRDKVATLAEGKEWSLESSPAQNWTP
#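 Assay system: purified rat His6-Arfgap1 residues 1-136 (GAP domain); Reagent: human Δ17 ARF1 bound to GTP; Dosing: 16.5 µM single point, 1.26% DMSO; Times: GTP hydrolysis reaction 2 h at 25 °C; Signal: FP, GDP Alexa 633 tracer displaced from anti-GDP antibody, 620/688 nm; Measure: % inhibition from polarization.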
# ASAP1 inh: blocks human ASAP1-stimulated Arf1 GTP hydrolysis; Q9ULH1; GDP FP detection; inhibition, % at 16.5 µM; 0.19% of 360,000 active; in the data active = inhibition above about 25%;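 note: 0% = vehicle with enzyme and substrate and 100% = no enzyme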
# Target sequence (Q9ULH1 325-724 limits assumed): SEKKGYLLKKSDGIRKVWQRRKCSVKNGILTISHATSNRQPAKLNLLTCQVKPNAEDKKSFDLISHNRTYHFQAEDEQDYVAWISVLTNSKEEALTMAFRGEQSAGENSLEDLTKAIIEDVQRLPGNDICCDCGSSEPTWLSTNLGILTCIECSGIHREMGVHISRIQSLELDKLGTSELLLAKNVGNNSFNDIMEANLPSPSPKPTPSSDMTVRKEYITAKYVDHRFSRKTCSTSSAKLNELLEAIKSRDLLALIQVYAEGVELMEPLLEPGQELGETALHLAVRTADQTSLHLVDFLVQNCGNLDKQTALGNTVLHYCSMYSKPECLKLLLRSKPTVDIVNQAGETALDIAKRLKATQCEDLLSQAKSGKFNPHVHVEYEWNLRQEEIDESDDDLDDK
# FXN GAA850 act: activators of GAA850 frataxin (FXN) promoter; 0.56% of 360,000 active; activation, % at 6 µM; HEK293 lucGAA850 FXN promoter luciferase reporter, 24 h; percent of 10 µM SAHA response;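 active = activation above the average of all compounds screened plus 3 SD, cutoff fixed separately per campaign, cut at about 7.5% in these data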;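 note: 0% = DMSO wells and 100% = 10 µM SAHA wells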
# Tn6 DDE FP: inhibitors of Tn6 peptide binding to human fibrin DD(E). P02675. Fibrin DD(E) TRITC-Tn6 fluorescence polarization displacement. inhibition, % at 8.3 µM. 0.21% of 370,000 active. AID 720509;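 active = inhibition above a per-campaign cutoff: mean of compounds within control limits plus 3 SD, cut at about 15% in these data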;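 note: 0% = median of all compound wells on the plate and 100% = blocking peptide control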
# Target sequence (P02675 whole entry, looked up): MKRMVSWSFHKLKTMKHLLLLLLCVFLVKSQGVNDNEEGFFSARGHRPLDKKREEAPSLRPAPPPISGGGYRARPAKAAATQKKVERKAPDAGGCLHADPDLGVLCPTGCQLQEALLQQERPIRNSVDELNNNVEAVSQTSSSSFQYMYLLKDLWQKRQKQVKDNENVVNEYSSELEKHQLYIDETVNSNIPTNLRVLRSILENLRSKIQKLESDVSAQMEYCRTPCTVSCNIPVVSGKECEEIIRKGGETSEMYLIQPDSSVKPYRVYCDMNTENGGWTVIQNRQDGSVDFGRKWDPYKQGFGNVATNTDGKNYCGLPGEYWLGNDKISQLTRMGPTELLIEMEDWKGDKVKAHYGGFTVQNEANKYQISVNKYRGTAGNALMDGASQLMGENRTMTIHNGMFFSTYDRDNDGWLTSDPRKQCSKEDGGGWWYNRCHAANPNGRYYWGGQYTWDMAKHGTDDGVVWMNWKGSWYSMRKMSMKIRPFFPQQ
# HGIII-sPLA2 inh: Inhibits HGIII-sPLA2 liposome hydrolysis, primary screen; 0.56% of 370,000 active; QFRET BODIPY PC-A2 liposome hydrolysis, fluorescence; Q9NZ20; inhibition, % at 12.2 µM;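 active = inhibition above mean plus 3 SD of compounds lying within the high and low control bounds, cut at about 19% in these data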;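 note: 0% = median of test compound wells and 100% = no enzyme DMSO wells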
# rCAG RNA binder: r(CAG) repeat RNA binding; inhibition, % at 3 µM; 1.3% of 370,000 active; TO-PRO-1 dye displacement fluorescence;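 active = inhibition above the plate cutoff, the mean of all test compounds on that plate plus 3 SD, cut at about 35% in these data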;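 note: 0% = DMSO alone and 100% = 100 µM mitoxantrone as full dye displacement; higher means more dye released from RNA so lower well fluorescence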
# ADAM10 inh: inhibitors of human ADAM10; O14672; 0.62% of 370,000 active; inhibition, % at 7 µM; recombinant ADAM10, EDANS/DABCYL FRET peptide cleavage, 3 h;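 active = inhibition above a per-campaign cutoff equal to the mean of compounds falling between control-based bounds plus 3 SD, cut at about 20% in these data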;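 note: 0% = DMSO wells while the 100% control is not disclosed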
# GC-B act: GC-B (human) receptor activation; HEK293-GC-B cells, CNP EC30, cGMP TR-FRET; 0% at EC30 CNP, 100% saturating CNP; activation, % at 10 µM; 0.11% of 370,000 active; AID 1920062;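 active = activation at 10 µM reaching about 35% in either raw or pattern-adjusted values, limit read from the data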
# NPR1 activator: GC-A (human) enzyme activation. activation, % at 10 µM. 0.14% of 370,000 active. HEK293 GC-A cells, cGMP TR-FRET, EC30 ANP; 0% at EC30 ANP, 100% saturating ANP. P16066; in the data active = activation above about 40%
# Starred values were filed as active, the others as inactive; . = no result given.
structure,HGIII-sPLA2 inh,ARFGAP1 inhibitor,rCAG RNA binder,NPR1 activator,KLK7 zymogen act,Tn6 DDE FP,FXN GAA850 act,ADAM10 inh,GC-B act,ASAP1 inh
CCOc1ccccc1CNC(=O)CCN1C(=O)COc2ccccc21,-1,3,-2,-7,-0.4,-1,-1.8,1,-4,-8
CCCC(=O)N1CCC1(C)C(=O)Nc1ccc2c(c1)OCCO2 (stereo not given),12,-1,3,6,-0.3,4,0.7,5,-3,7
CC(C(=O)Nc1ccccn1)N1C(=O)C2C3C=CC(C3)C2C1=O (stereo not given),-2,-3,1,3,0.4,7,0.9,1,4,-3
CC(C)CNC(=O)c1ccccc1N(Cc1ccccc1)S(C)(=O)=O,-1,3,-6,-1,0.3,1,-0.5,-3,2,0
Cc1nonc1C1CCCN1Cc1cn[nH]c1-c1ccc(-c2ccccc2)cc1 (stereo not given),-13,3,5,-3,0.4,1,2.4,33*,-7,9
CCc1cccc(C)c1NC(=O)CCCC(=O)O,3,12,0,1,0.4,3,4.0,-9,5,8
Cc1cccc(C)c1OCc1nc2ccccc2[nH]1,7,21,-1,-2,0.7,-4,-0.1,-3,-2,-4
Cn1c(N=Nc2ccc(N3CCOCC3)cc2)[n+](C)c2ccccc21,18,-1,23,-65,-0.1,2,0.8,6,-56,6
CCN(CC)C(=O)c1csc(Nc2cccc3ccccc23)n1,-1,6,-1,6,-1.6,0,-1.7,-30,3,0
COc1cc(/C=N\NC(=O)c2ccc(C)nc2)ccc1OC(=O)c1ccc2c(c1)OCO2,-2,29*,0,0,0.3,5,1.6,4,3,29*
COc1ccc(S(=O)(=O)N(CCc2ccccc2)CC(=O)N/N=C/c2ccc3c(c2)OCO3)cc1,-3,0,4,-10,0.5,5,-0.4,8,-4,9
COc1ccc(-c2[nH]n(-c3ccc([N+](=O)[O-])cc3)c(=O)c2C=NCc2ccc(F)cc2)cc1,8,4,4,-2,-0.1,0,1.0,5,-1,-9
Cc1ccc(S(=O)(=O)N2CCC(C(=O)NCCCN3CCCCCC3)CC2)cc1,3,-11,0,1,-0.2,9,1.1,10,6,-5
CCN(C(=O)CSc1ncn[nH]1)c1c(N)n(Cc2ccccc2)c(=O)[nH]c1=O,0,-7,1,2,-0.3,-9,1.1,3,-6,-5
Cc1ccc(-n2nc3c(=O)n(CCCC(=O)NCc4ccccc4C)nc(C)c3c2C)cc1,0,-4,-3,-9,-0.3,-3,-0.9,-1,-10,13
CNc1nc(C23CC4CC(CC(C4)C2)C3)cs1,9,12,-4,0,-1.0,-2,1.5,-2,2,11
CCc1ccccc1NC(=O)c1ccc2snnc2c1,-2,1,4,-2,0.0,-9,-0.1,-8,3,8
N/C(Cc1cccc2ccccc12)=N\OC(=O)c1ccccc1F,2,5,8,-2,0.1,15,2.9,0,-5,5
FC(F)(F)c1cccc(Nc2nc(N3CCCC3)nc(N3CCCC3)n2)c1,-3,-3,-2,1,-0.2,3,-0.1,2,-6,6
O/N=C(\Cn1ccnc1)c1ccccc1,1,13,-2,2,-0.5,-2,0.4,6,-4,10
CCOC(=O)c1ccc(NC(=O)CSc2nc3cccnc3n2C)cc1,10,5,5,0,0.1,1,-1.9,8,-1,17
O=C(Cc1ccc(S(=O)(=O)N2CCOCC2)s1)N(Cc1ccccc1)c1ccccc1,-38,8,-5,-2,0.1,3,2.7,5,-2,-19
COc1ccc(C2CC(=O)C=C(O)C2)cc1 (stereo not given),6,3,4,0,0.3,5,2.7,-5,3,2
COc1cccc(/C=N/NC(=O)CNC(=O)CCc2ccccc2)c1O,-9,5,0,3,-11,0,0.8,-8,-1,1
CCOc1cc(C)c(C(C)C)cc1S(=O)(=O)N1CC(C)OC(C)C1 (stereo not given),-3,5,-7,-3,0.3,-1,2.0,7,-1,7
CC(C)NC(=O)COc1cccc2ccccc12,0,-9,-4,-6,0.4,1,0.6,3,1,-1
CCn1ncc(C2=NOC(C(=O)Nc3ccc(C)cc3)C2)c1C (stereo not given),2,20,-2,-1,0.2,-4,-1.2,-6,3,12
Cc1ccnc(NS(=O)(=O)c2ccc(NC(=O)Cc3ccccc3)cc2)n1,-23,12,5,2,0.6,-2,0.6,-4,4,15
CC(C)(C)c1cc(NS(=O)(=O)c2cccs2)no1,10,-3,2,8,-0.7,2,2.5,9,4,-11
COc1ccc(-c2ccc(CCC(=O)O)n2-c2ccc(O)cc2)cc1,-19,-18,20,0,-0.8,12,-0.7,-35,-1,0
CN1C(=S)SC(/[N+]([O-])=C\c2ccccc2F)C1(C)C (stereo not given),13,-7,-3,0,0.0,-6,-0.1,-8,7,-4
O=S(Cc1ccc(Cl)cc1)CC(O)COCc1ccc(Cl)cc1 (stereo not given),8,8,-8,0,0.1,1,-0.1,-2,1,-11
Cc1ccc(/C=N/N=C2/NC(=O)C(CC(=O)N3CCOCC3)S2)cc1 (stereo not given),6,-1,5,7,-0.2,-1,1.6,-2,-1,1
Cc1onc(-c2ccccc2Cl)c1C(=O)Nc1cccc2nsnc12,0,14,1,-5,0.0,8,0.1,-5,-2,-1
CC(Sc1nnc(-c2ccco2)n1-c1ccccc1)C(=O)NCC1CCCO1 (stereo not given),13,6,-4,4,-1.0,-2,0.0,-7,-3,9
COc1ccc(NC(=O)CCc2nnc3ccc(N4CCN(c5cccc(OC)c5)CC4)nn23)cc1,-16,-1,0,-3,0.1,4,-2.2,3,0,3
CC(C)(C)NC(=O)C1(C)CCC(=O)N1C1CC1 (stereo not given),4,1,0,2,0.6,-2,.,-14,-1,1
O=C(O)c1cccnc1SCc1ccc([N+](=O)[O-])cc1,-1,-4,3,1,0.9,-8,0.1,11,5,-11
O=C(NCc1ccccc1)C(C1CC1)n1c(Cc2cc(F)cc(F)c2)nc2ccccc21 (stereo not given),-7,-2,0,-23,0.6,-7,.,-3,-12,13
Nc1c(Cl)cc(-c2[nH]c3cc(C(=O)NCCO)ccc3c(=O)c2O)cc1Cl,1,8,10,34,-34,-19,-1.0,-89,-6,-1
Nc1nonc1-n1nnc(C(=O)N/N=C/c2ccco2)c1-c1ccccc1,-1,-9,3,-4,0.2,-12,2.9,15,4,-9
O=C(Nc1ccc(Cl)cc1)N1N=CCC1c1ccccc1 (stereo not given),-5,-3,-5,3,-0.5,-5,0.8,2,-5,-6
O=S(=O)(NCC1CCCN(Cc2ccccc2)C1)c1cccc2cccnc12 (stereo not given),-7,5,-3,-2,0.1,2,0.4,-4,1,0
Cc1csc(NC(=O)CSc2[nH]c(=O)ncc2C)n1,-8,9,3,0,-0.3,-4,1.3,-1,2,-8
COc1ccc(NC(=O)CSc2nnc(-c3n[nH]c4c3CCC4)n2N)cc1,4,.,0,0,-0.3,1,.,-5,-9,.
COc1cc(C(=O)Nc2cc(C)cc(C)c2)c(-n2cnnn2)cc1OC,3,0,0,0,0.2,1,-1.4,-11,4,6
O=C(COc1ccccc1)NC(=S)Nc1cccc([N+](=O)[O-])c1,10,4,2,2,0.0,-4,0.1,-4,0,5
Cc1ccc(N(C)S(=O)(=O)c2cc(-c3cnc(C4CC4)o3)ccc2C)cc1,7,9,-2,-7,-0.2,-15,0.5,-4,-1,12
CCOc1ccc(-c2noc(CCC(=O)NC3CCCC3)n2)cc1OC,2,-4,-1,1,0.2,6,2.5,5,3,-6
Cc1ccc(S(=O)(=O)NC2CCCCCCC2)cc1,-9,5,-5,-4,-0.4,0,0.9,-1,0,2
CC(C)c1ccc(NC(=O)COC(=O)CSc2nnc(N)s2)cc1,-3,1,2,3,-0.3,3,1.1,-1,-1,-2
CC(C)(O)C#Cc1ccc(CN2CCC(CO)(CCc3ccccc3)CC2)cc1,-17,-2,-10,-2,0.0,-1,1.1,4,0,0
C=CCN1C(=O)C(Cc2ccc(OCC)cc2)S/C1=N\N=C\c1cccs1 (stereo not given),-10,5,-3,2,0.1,-6,1.5,4,0,0
CC(Sc1nnc(-c2ccccc2F)n1N)C(=O)NCC1CCCO1 (stereo not given),5,-2,-3,4,0.4,5,1.7,-9,2,13
CC1(C)CC(=O)C(CS(=O)(=O)c2ccccc2)=C(Cl)C1,1,-7,-2,0,-0.6,-3,-4.0,-3,0,-5
O=C(NCC(c1ccco1)N1CCCC1)c1cccc(S(=O)(=O)Nc2ccc(Br)cc2)c1 (stereo not given),-17,7,-1,0,-0.6,0,1.6,-16,1,6
O=C(NC(Cc1ccccc1)C(=O)O)c1ccc(S(=O)(=O)N2CCCCC2)cc1 (stereo not given),4,-2,8,3,-0.1,-3,-2.6,-2,-1,-2
O=C(NCc1ccco1)c1ccc(CS(=O)c2ccccc2Cl)o1 (stereo not given),-4,-16,2,-4,-0.1,1,1.0,2,-2,6

# Profiles as entered above. Order of values: HGIII-sPLA2 inh | ARFGAP1 inhibitor | rCAG RNA binder | NPR1 activator | KLK7 zymogen act | Tn6 DDE FP | FXN GAA850 act | ADAM10 inh | GC-B act | ASAP1 inh
# COc1cc(/C=N\NC(=O)c2ccc(C)nc2)ccc1OC(=O)c1ccc2c(c1)OCO2 as listed: -2 | 29* | 0 | 0 | 0.3 | 5 | 1.6 | 4 | 3 | 29*
# O=C(NCc1ccco1)c1ccc(CS(=O)c2ccccc2Cl)o1 (stereo not given) as listed: -4 | -16 | 2 | -4 | -0.1 | 1 | 1.0 | 2 | -2 | 6

# 3 entries already listed, arranged by the number in Tn6 DDE FP, rising.
mol	HGIII-sPLA2 inh	ARFGAP1 inhibitor	NPR1 activator	KLK7 zymogen act	Tn6 DDE FP	ADAM10 inh	GC-B act	ASAP1 inh
Nc1c(Cl)cc(-c2[nH]c3cc(C(=O)NCCO)ccc3c(=O)c2O)cc1Cl	1	8	34	-34	-19	-89	-6	-1
Cc1ccc(N(C)S(=O)(=O)c2cc(-c3cnc(C4CC4)o3)ccc2C)cc1	7	9	-7	-0.2	-15	-4	-1	12
Cc1onc(-c2ccccc2Cl)c1C(=O)Nc1cccc2nsnc12	0	14	-5	0.0	8	-5	-2	-1

# Of the compounds above, 2 have a tert-butyl group.
structure,HGIII-sPLA2 inh,ARFGAP1 inhibitor,rCAG RNA binder,NPR1 activator,KLK7 zymogen act,Tn6 DDE FP,FXN GAA850 act,ADAM10 inh,GC-B act,ASAP1 inh
CC(C)(C)c1cc(NS(=O)(=O)c2cccs2)no1,10,-3,2,8,-0.7,2,2.5,9,4,-11
CC(C)(C)NC(=O)C1(C)CCC(=O)N1C1CC1 (stereo not given),4,1,0,2,0.6,-2,.,-14,-1,1
